# SIAE inh: human SIAE inhibition, primary screen. hit rate 0.69% among 370,000. Q9HAT2. inhibition, % at 9.66 µM. SIAE FP-Rh probe binding, fluorescence polarization;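 active = inhibition above a cutoff: mean of compounds within the control limits plus 3 SD of those, cut at about 17% in these data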;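 note: 0% = plate median of compound wells and 100% = probe without SIAE protein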
# ABHD4 inh: inhibitors of mouse ABHD4; Q8VD66; purified mABHD4, FP-Rh probe fluorescence polarization; inhibition, % at 8.92 µM; hit rate 0.54% among 370,000; AID 720543;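 active = inhibition exceeding the mean over every tested compound plus 3 SD, cut at about 30% in these data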;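 note: 0% = plate median of compound wells and 100% = S159A mutant with DMSO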
#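 Test system: mABHD4 protein | Buffer or medium: HEPES pH 7.0 buffer, 150 mM NaCl, 0.01% Pluronic F-127 | Probe or stimulus: FP-Rh fluorescent activity-based probe, added after compound pre-incubation | Timing: Pre-incubation 45 min, probe exposure 60 min, at 25 °C | Technique: Fluorescence polarization, excitation 525 nm, emission 598 nm, BODIPY TMR filters | Repeats: Single well per compound (singlicate)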
# Rev-erbA mod: modulators of human Rev-erb alpha DNA binding; Rev-erbα–FITC-DNA binding, fluorescence polarization, 90 min; activity, % at 10 µM; hit rate 0.79% among 370,000; AID 1259318;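 active = activity above about 14%, limit read from the data; passing the limit was not always enough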;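 note: 0% = DMSO wells with 35 nM protein and 100% = DMSO wells with 750 nM protein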
# TCR-CD3 inh: human TCR-CD3 binding inhibition; TAMRA-labeled TCR probe fluorescence, biochemical; inhibition, % at 9.4 µM; hit rate 0.37% among 360,000; in the data active = inhibition above about 19%;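 note: recombinant mutant TCR 2C K166C tagged with TAMRA read by polarization; 0% = receptor in buffer alone and 100% = receptor with positive control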
# LEDGF integ inh: blocks HIV-1 LEDGF/p75-dependent DNA integration | TR-FRET IN-LEDGF/p75 DNA integration, Eu/Cy5 | inhibition, % at 3.7 µM | hit rate 0.64% among 370,000 | AID 743269;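 active = inhibition above the screen-wide mean plus 3 SD, cut at about 13% in these data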;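 note: signal is the Cy5 over europium emission ratio at 671 and 618 nm; 0% = plate median of compound wells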
# PG9 Ab binder: small molecules binding HIV-1 gp120 antibody PG9; TR-FRET gp120-PG9 antibody binding; inhibition, % at 6.7 µM; hit rate 0.43% among 360,000; AID 624416; in the data active = inhibition above about 8.5%
# TDP2 inh: TDP2 (human) inhibition, absorbance primary screen | inhibition, % at 12.8 µM | hit rate 0.34% among 370,000 | recombinant TDP2, T5PNP hydrolysis, p-nitrophenol absorbance 415 nm | AID 720702;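 active = inhibition above the mean of all tested compounds plus 3 SD, set per campaign, cut at about 25% in these data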;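 note: 0% = DMSO with enzyme and 100% = buffer with substrate but no TDP2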
# Target sequence (O95551 whole entry, looked up): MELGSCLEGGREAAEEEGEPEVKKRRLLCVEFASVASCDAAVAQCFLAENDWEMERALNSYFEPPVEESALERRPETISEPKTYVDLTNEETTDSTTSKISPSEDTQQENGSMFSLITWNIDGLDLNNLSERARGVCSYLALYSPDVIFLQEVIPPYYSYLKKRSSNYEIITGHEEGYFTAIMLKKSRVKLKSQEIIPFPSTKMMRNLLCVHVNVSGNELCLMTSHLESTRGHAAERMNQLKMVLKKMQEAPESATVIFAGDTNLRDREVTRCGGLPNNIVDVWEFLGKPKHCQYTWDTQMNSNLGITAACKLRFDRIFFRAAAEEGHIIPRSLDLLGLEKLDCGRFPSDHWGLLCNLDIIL
#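 System – recombinant human TDP2 · Quantity – TDP2 enzyme at 120 nM final · Doses – single concentration, 12.8 µM nominal, with 1% DMSO · Incubation – 2 h at 37 °C · Measured by – epi absorbance of p-nitrophenol freed from T5PNP by hydrolysis · Read-out – % inhibition relative to enzyme-containing and enzyme-free wells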
# rCAG binder: binds r(CAG) RNA repeats; r(CAG) RNA repeat, TO-PRO-1 dye displacement fluorescence; inhibition, % at 3 µM; hit rate 1.3% among 370,000; AID 651821;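 active = inhibition above the plate cutoff, the mean of all test compounds on that plate plus 3 SD, cut at about 35% in these data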;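 note: 0% = DMSO alone and 100% = 100 µM mitoxantrone as full dye displacement; higher means more dye released from RNA so lower well fluorescence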
# PRMT1 inh: inhibitors of human PRMT1. Q99873. recombinant PRMT1, activity-based probe fluorescence polarization. inhibition, % at 2.79 µM. hit rate 1.3% among 370,000;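 active = inhibition above about 21% made by adding two undisclosed values, limit read from the data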
# Target sequence (Q99873 whole entry, looked up): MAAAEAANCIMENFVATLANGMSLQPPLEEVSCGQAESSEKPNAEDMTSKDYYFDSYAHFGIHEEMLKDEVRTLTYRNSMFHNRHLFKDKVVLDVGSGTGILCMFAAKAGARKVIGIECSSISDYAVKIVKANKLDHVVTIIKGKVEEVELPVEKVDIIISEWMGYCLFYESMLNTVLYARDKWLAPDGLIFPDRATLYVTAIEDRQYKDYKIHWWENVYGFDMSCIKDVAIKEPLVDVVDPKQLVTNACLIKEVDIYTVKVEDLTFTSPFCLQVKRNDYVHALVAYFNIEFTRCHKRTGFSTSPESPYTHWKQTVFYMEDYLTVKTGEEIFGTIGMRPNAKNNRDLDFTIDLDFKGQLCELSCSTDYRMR
# HTRA1 inhibitor: blocks human HTRA1 serine peptidase. hit rate 0.5% among 340,000. Q92743. recombinant HTRA1, FP-rhodamine activity-based probe, fluorescence polarization. inhibition, % at 5.96 µM. AID 504803; in the data active = inhibition above about 36%;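 note: 0% = enzyme with DMSO and 100% = wells lacking enzyme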
# Starred values were filed as active, the others as inactive; / = no result given; & = joins results of further samples. An excerpt; the hit share may differ from the screen's.
SMILES,SIAE inh,ABHD4 inh,Rev-erbA mod,TCR-CD3 inh,LEDGF integ inh,PG9 Ab binder,TDP2 inh,rCAG binder,PRMT1 inh,HTRA1 inhibitor
Cc1ccc(C)c(N2CCN(S(=O)(=O)c3cc4c(cc3C)NC(=O)CO4)CC2)c1,-3,1,1,-3,-2,-1.5,-1,3,5,-1
COc1ccc(S(=O)(=O)N2CCOCC2)cc1NC(=O)COC(=O)C1=COCCO1,0,0,-5,-4,-4,-0.4,-8,7,3,-3
CCOc1ccc(CCNC(=O)c2nnc(Cc3ccc(F)cc3)o2)cc1OCC,13,-3,-9,-1,-1,-0.3,-10,12,-2,3
O=C(NCCCN1CCOCC1)C(=O)NCC1OCCN1S(=O)(=O)c1cc(F)ccc1F (stereo not given),-1,-7,0,-11,-1,-3.0,0,-1,0,-1
COc1ccc(NC(=O)Nc2nnc(-c3ccccc3SCc3ccccc3)s2)cc1,0,-1,4,3,-2,-2.4,-9,11,2,-6
COc1ccccc1NC(=S)NCCC(c1ccccc1)c1ccccc1,5,-15,-2,4,2,-0.6,8,-2,-3,-46
CSc1nncc(/C(C)=N\Nc2ccccc2C)n1,2,7,1,2,0,-0.6,-3,3,1,-1
O=C(COC(=O)Cc1ccccc1F)Nc1ccccc1[N+](=O)[O-],7,0,0,-7,-5,0.1,6,1,3,1
CCN(CC)CCCNc1ncnc2ccccc12,-5,2,6,6,1,1.0,10,1,1,3
CCN1CCN(Cc2ccc(NC(=O)c3cc(NC(=O)c4cc(C)on4)cc(OC)c3)cc2C(F)(F)F)CC1,-4,-3,-2,-6,-3,-1.2,1,1,2,-31&-74
COc1ccc([N+](=O)[O-])cc1NCC(=O)c1ccc(C)cc1,9,6,6,4,4,0.9,-9,13,3,-1
Cc1occc1C(=O)NCCCCc1ccccc1,2,-6,-1,-1,-2,-0.4,7,6,4,-7
Cc1cccc(NC(=O)CCSc2ccccn2)c1,-3,1,-7,0,0,-1.5,2,-5,0,1
CCCCN(CC)C(=O)c1cc2c(=O)[nH]c3ccc(C)cc3c2s1,-5,3,8,0,0,0.5,8,3,1,-23
COc1ccnc(Oc2ccc(C)cc2)c1C#N,-2,-2,2,-1,-7,0.2,-11,-4,0,9
COc1ccc(S(=O)(=O)N2CCCCCC2)cc1NC(=O)Cc1cccc(C(F)(F)F)c1,-7,-23,-1,0,-2,-0.7,-7,2,2,-51
Fc1cnc(N2CCOCC2)nc1N1CCOCC1,4,1,6,7,1,-0.3,0,-4,-6,3
COc1ccc(C(CNS(=O)(=O)c2cccc(F)c2)N2CCCC2)cc1 (stereo not given),0,4,2,-1,0,-0.9,-8,1,-2,-4
CC(C)CN1CCNC(=O)C1CC(=O)N(C)CC1CCOCC1 (stereo not given),4,2,6,-6,-4,1.9,-3,-5,3,8
CC[n+]1c(C=C2C=C(C)OC(C)=C2)sc2ccccc21,-1,5,16,0,-5,-11,1,10,-2,0
Cc1ccnc(NS(=O)(=O)c2ccc(NS(C)(=O)=O)cc2)n1,6,3,1,-3,-6,-0.9,-7,-6,2,8
c1csc(-c2cc(N3CCCCC3)c3ccccc3n2)c1,4,-6,10,8,4,-0.2,3,4,-5,-19
CC1CC(=O)NC(=O)N1Cc1ccccc1 (stereo not given),0,7,2,2,1,-1.7,4,3,0,0
Cc1cc(/C=N/NC(=O)c2ccoc2C)cc(C)c1O,2,-4,9,2,1,-0.2,1,2,6,-1
COc1cc2c(cc1OC)C(c1cccs1)N(C(=O)C(C)C)CC2 (stereo not given),-1,2,0,5,-3,-0.6,-12,-5,-1,1
COc1ccc(/C=c2\sc3nc(=O)c(C)nn3c2=O)c(OC)c1,-7,7,2,-2,-7,-0.9,-1,12,15,7
COc1cc(/C=C2\SC(=S)N(CCCCC(=O)O)C2=O)ccc1OS(=O)(=O)c1ccc(C)cc1,-13,16,0,13,0,-0.3,-9,79*,7,-40
O=C(NCCN1CCC(Cc2ccccc2)CC1)C1CCCN(S(=O)(=O)c2ccccc2[N+](=O)[O-])C1 (stereo not given),2,6,-2,/,0,/,5,0,3,/
CCOC(=O)C1CCCN(C2CCN(Cc3nc(Cc4ccccc4)no3)CC2)C1 (stereo not given),-3,-2,4,1,-4,-0.7,-10,-7,2,7
COc1ccc(CNC(=O)C2Cc3c(-c4ccccc4Oc4ccccc4)ccnc3O2)cc1OC (stereo not given),1,-4,-4,1,2,0.0,1,4,1,/
O=C1CCCCC(=O)[C@H](OC(=O)c2ccccc2)C[C@H](c2ccccc2)O1,6,-8,-1,14,-1,-1.0,-8,1,-2,/
O=C(NCCC(=O)N(CCc1ccccc1)Cc1ccccc1)c1ccccc1Cl,-8,-7,-1,-2,-1,2.3,-11,-7,-2,-9
O=C(NCc1nc2ccccc2[nH]1)C1=C[C@H](C2CC2)C[C@H](OCCCCO)O1,-5,11,1,8,-3,-0.3,-3,-4,3,1
COc1ccc(N(CC(=O)NCc2ccco2)C(=O)CCC(=O)Nc2nccs2)c(OC)c1,4,0,-4,5,5,-2.7,-6,-4,-2,1
COc1ccc(CC(O)COS(N)(=O)=O)cc1 (stereo not given),-1,-2,-1,-4,-1,-0.7,4,-1,-2,-4
CC(C)(C)c1nnc(NC(=O)CN2C(=O)C3C4C=CC(C4)C3C2=O)s1 (stereo not given),12,-3,-2,-3,0,1.5,-8,-4,-4,1
Cc1c(C(=S)Nc2ccccc2)cnn1-c1ccccc1,2,-12,5,8,2,-2.2,-6,0,-2,-15
COc1ccc(N2CC(C(=O)N[C@@H](C)C(=O)NCCc3ccccc3)CC2=O)cc1 (stereo not given in full),3,-6,-3,-8,1,-2.5,-11,-3,1,2
O=C(Nc1cccc(Cl)c1)N1CCN(C/C=C/c2ccccc2)CC1,5,-7,0,1,-3,0.1,-12,-5,-5,-10
O=C(O)c1c[nH]c2ccc(F)cc2c1=O,2,2,1,3,1,1.2,-7,1,-3,4
Cn1c(SCC(=O)Nc2ccccc2)nnc1-c1ccc(NC(=O)CCc2ccccc2)cc1,2,4,-2,5,-4,-1.6,-6,-3,1,0
CCOC(=O)c1sc2nc(NC(=O)C3CC3)sc2c1C,-6,8,18,6,3,-0.2,6,1,-9,-9
CCCC(=O)N1CCc2cc(-c3nc(N)sc3C)ccc21,4,6,2,10,1,0.1,-4,9,-2,3
CC(C)OCCCn1c(NN)nc2ccccc2c1=O,-1,-1,-4,3,-3,2.1,-10,2,5,-9
Cc1nc2ccccn2c1C(=O)NNS(=O)(=O)c1ccc(Cl)cc1,-3,3,3,3,2,-1.8,0,-1,-8,-3
Cc1ccc(-c2ccc(/C=C(\C#N)C(N)=S)o2)c([N+](=O)[O-])c1,6,29,12,-2,-2,-5.0,-14,28,35*,10
Cc1cc(C)c2c(n1)sc1c(=O)[nH]c(SCc3ccccc3)nc12,-3,1,3,1,0,-0.8,-2,8,2,-2
CN1C(=O)N(C)C2(c3ccccc3)NNC(N)=NC12c1ccccc1 (stereo not given),2,0,-3,8,4,-1.6,1,-1,-6,/
C[C@H](CO)N1C[C@H](C)[C@@H](CN(C)Cc2cccc3c2OCCCO3)OCc2cnnn2CCCC1=O,2,5,-2,1,2,-1.3,2,0,-2,5
COc1ccccc1N1CCN(Cc2cc(=O)oc3cc(C)ccc23)CC1,4,2,-1,0,2,-1.7,0,2,2,/
CCOc1ccc(-n2c(N)c(-c3nc4ccccc4[nH]3)sc2=S)cc1,5,8,3,1,2,-2.5,-14,11,-1,3
COc1ccccc1C1N(c2ccc(F)cc2)C(=O)C2CCCN21 (stereo not given),-1,-4,2,5,5,0.8,-1,0,-1,-6
Cc1ccc(C(=O)Cn2nnc(-c3cccs3)n2)cc1,0,-6,10,-1,1,0.0,12,-3,-2,-8
CC1C(=O)N(Cc2cn(CCC3OCCO3)nn2)CCS(=O)(=O)N1Cc1ccc(-c2ccccc2)cc1 (stereo not given),-6,4,-5,2,1,-0.3,9,6,-1,2
COc1cccc(CSC(C(=O)O)c2ccccc2)c1 (stereo not given),1,1,-3,2,1,-0.1,-10,5,1,-4
CCCc1cc(=O)[nH]c(SCC(=O)Nc2sc3c(c2C#N)CCC(C)C3)n1 (stereo not given),-6,4,-2,4,-1,0.5,-16,66*,2,-43
COc1ccc(C2(CNC(C)=O)CCCC2)cc1OC,1,-2,1,0,-6,1.0,-15,-2,1,-3
O=C(COC(=O)/C=C/c1ccccc1[N+](=O)[O-])Nc1ccc(OCc2ccccc2)cc1,-1,-3,-6,5,-2,0.4,-9,4,-3,5
CC(C)C[C@H]1CNC(=O)C(=O)N1C[C@@H]1CCCN1C[C@H](CC(C)C)N1C[C@H](Cc2ccccc2)N(CCc2ccccc2)C(=O)C1=O,1,2,-4,0,-2,0.4,-11,1,-2,/
Cc1ccc(N2C(S)=C(C#N)C(=O)NC23CCCCC3)cc1,0,4,2,0,-3,-2.3,11,2,1,-3

# Other results
SMILES,SIAE inh,ABHD4 inh,Rev-erbA mod,TCR-CD3 inh,LEDGF integ inh,PG9 Ab binder,TDP2 inh,rCAG binder,PRMT1 inh,HTRA1 inhibitor
O=C1/C(=C/c2cccnc2)SC(=S)N1NS(=O)(=O)c1ccccc1,6,1,-5,6,3,-2.8,-4,14,23*,-3
CCc1ccc2oc(-c3cc(N)cc(C)c3O)nc2c1,4,12,-2,5,-1,-0.9,-2,8,0,35
COc1ccc2[nH]c3c(c2c1)CCN1C(=O)N([C@@H](C)C(=O)NCc2ccc(F)cc2)C(=O)[C@]31C,8,1,-3,8,1,-0.4,0,4,1,-7
CCOc1ccccc1N1CCN(C(=S)NCc2ccc(Cl)cc2)CC1,-3,-3,1,-12,-2,1.1,-2,-4,1,-16
CCOc1ccc(-c2cccc(NS(=O)(=O)c3cc([N+](=O)[O-])ccc3Cl)c2)nn1,-2,0,-2,6,5,-2.4,-3,40*,-2,-9
O=C(CSc1ncnc2ccccc12)c1ccc2c(c1)OCCO2,-6,7,4,-4,-3,0.1,-6,4,7,-13
Nc1ccc2nc(N3CCOCC3)sc2c1,8,-4,5,8,2,-8.1,3,-1,0,2
